BaF3 parental: parental Ba/F3 cell viability inhibition, counter-screen for JAK2V617F inhibitor project, murine pro-B, CellTiter-Glo luminescence. inhibition, % at 5.6 µM. CellTiter-Glo ATP luminescence. 220,000 tested, 1.1% active. AID 1486, 2009;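 active = inhibition above a per-campaign cutoff, the mean inhibition of all tested compounds plus 3 SD, cut at about 27% in these data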;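 note: 0% = DMSO wells and 100% = JAK Inhibitor I control wells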
Ba/F3 V617F tox: reduced viability of JAK2V617F-dependent Ba/F3 cells, primary screen, JAK2V617F inhibitor project, cell-based, Ba/F3 EpoR-JAK2V617F, luminescence. inhibition, % at 5.6 µM. 220,000 tested, 1.1% active. ATP luminescence;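 active = inhibition above the campaign mean plus 3 SD over all tested compounds, cut at about 24% in these data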;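 note: cytokine-independent growth of Ba/F3 cells driven by EpoR plus mutant JAK2; 0% = DMSO-treated cells and 100% = JAK inhibitor I control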
RBBP9 inh: human RBBP9 inhibitors, primary screen, biochemical, fluorescence polarization, FP-Rh probe, HTS | recombinant RBBP9 | 220,000 tested, 0.2% active | Serine hydrolase RBBP9 (Homo sapiens), O75884 | AID 1515, 2009 | inhibition, % at 7.94 µM;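 active = inhibition above the campaign mean of all tested compounds plus 3 SD, cut at about 14% in these data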;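 note: plate controls were DMSO wells with RBBP9 for no effect and wells lacking RBBP9 protein for full effect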
Target sequence (O75884 whole entry, looked up): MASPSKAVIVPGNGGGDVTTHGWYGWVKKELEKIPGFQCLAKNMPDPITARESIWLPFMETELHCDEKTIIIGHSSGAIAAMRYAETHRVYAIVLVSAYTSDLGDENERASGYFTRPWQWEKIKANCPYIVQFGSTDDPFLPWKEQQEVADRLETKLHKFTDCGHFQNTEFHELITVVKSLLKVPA
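system = RBBP9 protein | input = RBBP9 at 2.5 µM in dispensed solution, before mixing | measured by = fluorescence polarization (mP), excitation 525 nm, emission 598 nm | incubation = enzyme-compound preincubation 30 min, then probe labeling 45 min, 25 °C | buffer or medium = Tris-NaCl-Pluronic buffer, pH 8.0 | compound = single dose 7.94 µM | also added = FP-Rh probe, 375 nM dispensing solution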
zfTRPN1 agonist: zebrafish TRPN1 channel agonists, primary screen, cell-based, HEK293, calcium fluorescence. AID 1424, 2008. 220,000 tested, 0.18% active. transient receptor potential cation channel N1 (TRPN1/NompC), Danio rerio. activation, % at 3 µM. HEK293 zebrafish TRPN1-YFP, Fluo-8 calcium fluorescence; 100% = response to 87 µM carbachol;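 active = activation above its plate's cutoff, the mean activation of test wells on that plate plus 3 SD, cut at about 19% in these data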;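 note: 0% = DMSO alone and 100% = 87 µM carbachol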
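Material – zebrafish TRPN1-YFP in HEK293 cells · Doses – 3 µM single point · Schedule – dye 1 h 37 °C plus 30 min RT · Signal – Fluo-8 calcium fluorescence, excitation 470-495 nm, emission 515-575 nm · Read-out – % activation versus carbachol response · Control set – carbachol high, DMSO low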
PPC-1+TRAIL kill: compounds killing PPC-1 cancer cells with TRAIL present, primary screen, TRAIL potentiator project, ATPLite luminescence, uHTS; cell killing (% activity), % at 4 µM; AID 1443, 2008; PPC-1 cells + TRAIL, ATPLite viability luminescence; 220,000 tested, 0.41% active;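 active = cell killing above 50% in the first pass at 4 µM, then a duplicate retest at 5 µM averaging 50% or more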;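 note: plate controls were cells with TRAIL plus DMSO for no effect and medium-only wells lacking cells for full effect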
CHOP inh: inhibitors of CHOP promoter induction, primary screen, cell-based, unfolded protein response, luciferase reporter; CHO-K1 CHOP-promoter luciferase, tunicamycin-induced, 15-18 h; inhibition, % at 10 µM; 220,000 tested, 3.8% active; AID 2732, 2010;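 active = compounds that reduced the stress-induced luciferase reporter signal by more than about 70% of percent inhibition, limit read from the data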;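 note: 0% = tunicamycin plus vehicle and 100% = wells without tunicamycin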
TRPML3 ag: human TRPML3 channel agonists, primary screen, cell-based, HEK293 TRPML3-YFP, Fluo-8 calcium fluorescence, 3 µM | 100% = the carbachol control signal | 220,000 tested, 0.29% active | activation, % at 3 µM | Mucolipin-3 (Homo sapiens), Q8TDD5;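 active = activation above its plate's cutoff, the mean activation of the plate's test wells plus 3 SD, cut at about 12% in these data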;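 note: 0% = DMSO only wells and 100% = carbachol wells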
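Material: HEK293 cells stably carrying human TRPML3-YFP; compound dosing: single dose, 3 µM final nominal compound, 0.3% DMSO final; incubation: 1-h 37 °C dye load, 5-s basal, 120-s post-compound reads; technique: Fluo-8 intracellular calcium fluorescence, excitation 470-495 nm, emission 515-575 nm; read-out basis: percent activation from peak-to-basal fluorescence ratio, scaled between DMSO and carbachol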
TNF death inh: inhibitors of TNF-alpha triggered necroptosis, primary screen, cell-based, Jurkat FADD-/-, single concentration; Jurkat FADD-/- TNF necroptosis rescue, ATP luminescence, 24 h; 0 = TNF only, 100 = no-TNF cells; activation (protection from cell death), % at 10 µM; 220,000 tested, 0.068% active; AID 463075, 2010;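 active = activation, meaning protection from cell death, of at least 50% relative to plate controls; inactive = activation below 50%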;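 note: necroptosis triggered by 40 ng/mL TNF-alpha added together with compound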
Wee1 stabilizer: Wee1 degradation inhibitors, primary screen, cell-based, HeLa, Wee1K328M-luciferase, luminescence; 220,000 tested, 1.2% active; HeLa Luc-Wee1K328M stability; 100% = proteasome inhibitor MG132 effect; Wee1-like protein kinase (Homo sapiens), P30291; reporter increase, % at 5 µM;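 active = activation above the mean of all tested compounds plus 3 SD, set per screening run, cut at about 8.8% in these data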;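 note: cells exposed to compound for 20 h before luminescence read; 0% = DMSO alone and 100% = MG132 at 30 µM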
Target sequence (P30291 whole entry K328M): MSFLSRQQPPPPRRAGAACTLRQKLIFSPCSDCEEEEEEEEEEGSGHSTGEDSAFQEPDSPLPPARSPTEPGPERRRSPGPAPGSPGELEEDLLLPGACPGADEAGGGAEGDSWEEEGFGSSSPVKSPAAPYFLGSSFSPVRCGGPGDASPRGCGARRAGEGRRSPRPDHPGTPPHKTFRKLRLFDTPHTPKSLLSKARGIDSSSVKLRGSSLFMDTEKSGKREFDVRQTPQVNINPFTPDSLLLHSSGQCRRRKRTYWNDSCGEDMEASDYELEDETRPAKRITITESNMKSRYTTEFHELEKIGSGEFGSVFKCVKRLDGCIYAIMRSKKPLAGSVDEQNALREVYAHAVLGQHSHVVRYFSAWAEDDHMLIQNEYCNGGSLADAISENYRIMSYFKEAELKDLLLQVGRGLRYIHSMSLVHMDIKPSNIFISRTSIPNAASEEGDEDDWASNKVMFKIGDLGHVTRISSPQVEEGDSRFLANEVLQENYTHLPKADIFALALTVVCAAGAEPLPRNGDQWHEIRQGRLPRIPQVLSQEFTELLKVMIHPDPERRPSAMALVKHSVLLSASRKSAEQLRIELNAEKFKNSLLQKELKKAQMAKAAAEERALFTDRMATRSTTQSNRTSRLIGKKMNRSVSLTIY
Active calls of the source: *; x = not tested or not shown.

Molecule	CHOP inh	TNF death inh	Wee1 stabilizer	TRPML3 ag	zfTRPN1 agonist	PPC-1+TRAIL kill	BaF3 parental	RBBP9 inh	Ba/F3 V617F tox
O=C(Cn1cnc2c(oc3ccccc32)c1=O)NCCc1ccccc1	x	-1.4	-2	-0.2	1.6	x	9	1	1
Cc1nn(C(=O)C(C)N2C(=O)c3ccccc3C2=O)c(C)c1Br (centres undefined)	51	1.2	-1	-0.7	-0.1	-5	94*	-4	-1
Cc1cc(C)n(-c2nc3c(c(=O)n(C)c(=O)n3C)n2CC(O)COc2ccccc2C)n1 (centres undefined)	x	-5.8	-1	0.2	1.0	x	2	-2	-3
COc1cccc(C2=NOC(C(=O)N3CCc4ccccc4C3)C2)c1 (centres undefined)	-14	2.7	1	-0.8	-0.8	x	2	-3	0
CCOC(=O)C1CCCN(C(=O)C2CCCN(S(C)(=O)=O)C2)C1 (centres undefined)	22	-2.5	-1	0.2	1.5	12	1	-2	1
Cn1nc(-c2ccccc2)cc1NS(=O)(=O)c1ccc(C#N)cc1	7	-0.6	3	0.2	1.1	12	0	-7	2
COc1cccc(C2C(C(=O)OCc3ccccc3)=C(C)Nc3ncnn32)c1OC (centres undefined)	55	2.8	-1	0.1	0.2	8	-1	-9	1
Cc1cccc(NC(=O)c2nc(-c3ccccc3)n(-c3ccccc3)n2)c1C	41	-0.4	1	-0.9	-1.2	17	0	-2	-6
CS(=O)(=O)N1CCN(C(=O)c2ccc(Br)s2)CC1	16	0.1	-1	0.1	0.3	4	4	-3	-1
CSCCC(NC(=O)c1ccco1)C(=O)OCC(=O)Nc1sccc1C#N (centres undefined)	-2	-10	1	0.2	-0.5	0	1	-3	2
Clc1cccc(-c2csc(Nc3cccnc3)n2)c1	37	-3.5	-1	-0.7	-2.9	17	0	-5	-1
CCn1ncc(Br)c1C(=O)Nc1ccc(C(=O)OC(C)C)cc1	-1	1.3	0	-0.9	0.0	2	5	-2	-1
CCCc1nnc(NC(=O)CN2C(=O)c3ccccc3C2=O)s1	-66	0.6	-2	-0.1	0.0	29	0	-9	-2
CCCCNC(=O)Nc1nnc(C(C)(C)C)s1	-8	0.0	0	-0.5	-0.9	2	-1	-9	0
CCc1nc2ccccc2[nH]1	-2	1.2	3	1.3	0.3	-12	0	-6	-4
Cc1nn(-c2ccccc2)c2c1C(c1ccccc1)C(C#N)=C(N)O2 (centres undefined)	13	-0.7	-2	-0.2	-0.1	14	4	16*	-2
O=C(Cc1n[nH]c(=O)[nH]c1=O)N/N=C/CCc1ccccc1	14	1.7	0	0.7	0.1	-9	-1	-2	-2
COC(=O)c1cc(S(=O)(=O)N2CCC(C(N)=O)CC2)oc1C	5	1.1	1	0.6	1.0	19	1	-5	0
OC1(c2cccs2)CN(c2ccc(Cl)cc2)C2=[N+]1CCCS2 (centres undefined)	2	3.3	-1	0.4	-0.2	-5	-1	-6	-2
CC(Oc1ccccc1)C(=O)N1CCN=C1SCc1ccc(F)cc1 (centres undefined)	39	2.7	3	0.2	-1.6	-18	-1	-6	-2
Cc1onc(-c2c(F)cccc2Cl)c1C(=O)NC(=S)NC1CCSC1=O (centres undefined)	37	0.9	-4	0.1	-0.1	-2	7	-8	2
CCCCn1cnc2c([nH]c3ccccc32)c1=O	21	1.2	1	-0.2	1.2	-4	1	-3	0
COc1ccc(S(=O)(=O)n2nc(OC(=O)c3cccs3)cc2NC(=O)c2cccs2)cc1	8	-0.3	0	-0.1	1.0	-3	-2	-3	1
O=C(c1cccs1)n1nc(-c2ccccc2)nc1NCc1ccco1	17	-0.9	0	0.6	-0.6	16	5	-3	1
Cc1noc(NS(=O)(=O)c2ccc(N3CC(O)=C(c4ccccc4)C3=N)cc2)c1C	-15	-0.4	-1	-0.3	-1.4	14	7	8	1
COc1ccc(/C=C/C(=O)N2CCC(c3ccccc3)C2)cc1 (centres undefined)	20	2.3	0	0.4	-0.6	1	4	-4	0
O=C(Cc1ccc(Br)cc1)Nc1ccccc1Cl	5	1.6	5	0.3	0.2	20	4	-4	1
COC(=O)c1cnc2ccccc2n1	9	-0.4	-2	0.3	-0.4	-5	5	-10	0
Cc1ccc(S(=O)(=O)C(C#N)c2nc3ccccc3nc2N2CC(C)OC(C)C2)cc1C (centres undefined)	4	-0.8	4	1.3	0.5	-13	5	5	-2
CC1(C)C(=O)C2(CCCC2)C(=O)OC1c1ccco1 (centres undefined)	5	1.9	-1	0.1	-0.3	27	5	-3	-4
CC(/C=N/N1CCN(c2ccccc2)CC1)=C\c1ccco1	53	-3.0	4	-0.7	-1.0	22	2	0	-1
CCC(C(=O)OCCOCCN(CC)CC)c1ccccc1 (centres undefined)	1	1.3	1	0.7	2.3	14	1	-10	-2
CCC(C)(C)NC(=O)C(c1ccc(F)cc1)N(Cc1ccco1)C(=O)c1snc(C(N)=O)c1N (centres undefined)	-3	-3.9	-1	-1.3	-2.7	13	1	6	-6
CCOC(=O)c1ccc(-n2ccnc2)c(NC(=O)c2cccc(Br)c2)c1	10	0.6	-2	0.3	-0.3	24	4	-1	0
Cc1ccc(Nc2nc3ccccc3c(=O)[nH]2)cc1C	60	6.4	-1	0.8	0.8	-44	3	0	-1
Cc1c(C(=O)O)sc2nc(CSc3ncc(C(F)(F)F)cc3Cl)[nH]c(=O)c12	-1	1.1	4	0.9	0.4	21	-4	1	-3
O=C(CCn1c(=O)c2sccc2n(CC(=O)OCc2ccccc2)c1=O)NCc1ccccc1	-18	0.3	0	1.5	-0.7	-9	4	5	-1
Nc1nc2n(n1)C(c1cccc(Br)c1)CC(c1ccc(F)cc1)N2 (centres undefined)	8	-0.7	1	3.3	11	1	1	3	-4
CC(C(=O)N1CCCC1)N1CCN(c2ccccc2O)CC1 (centres undefined)	4	0.4	1	-0.2	-0.6	22	5	-12	4
Nc1nc(NC(=O)Cc2ccccc2)nn1-c1ccccc1	-14	-0.3	0	0.4	0.8	27	0	3	-4
Cc1ccc(NC(=S)Nc2cc(C)on2)cc1	-1	12	0	-0.3	0.7	0	2	1	-2
COCCCN1C(=O)c2[nH]nc(-c3cc(C)cc(C)c3O)c2C1c1ccc(O)c(OC)c1 (centres undefined)	12	-0.5	1	-0.5	-0.3	8	6	-7	0
COc1ccc(-c2csc(NC(=O)C3CCCO3)n2)cc1 (centres undefined)	-2	-2.5	3	1.3	3.0	17	6	1	-2
COc1ccc(-c2noc(CCC(=O)O)n2)cc1	17	1.5	-2	0.4	-0.6	14	2	-12	1
CCC(C)Oc1nc2c(c(=O)n(C)c(=O)n2C)n1C (centres undefined)	-4	-0.4	1	0.1	-0.1	14	-1	-7	3
CCc1ccc(N2C(=O)CC(N3CCN(Cc4ccc5c(c4)OCO5)CC3)C2=O)cc1 (centres undefined)	32	0.5	0	1.1	0.4	-14	5	-4	-3
COc1ccc(-c2cc(C(F)(F)F)n3nc(C(=O)N4CCCCC4)cc3n2)cc1	58	-5.6	-1	0.4	-0.8	19	-1	-7	-5
COc1cc(C(=O)N(Cc2cc3ccccc3[nH]c2=O)CC2CCCO2)cc(OC)c1OC (centres undefined)	-6	1.1	3	0.3	0.0	17	5	-9	2
CC(C)(O)C(=O)NNC(=S)Nc1cccc(C(F)(F)F)c1	1	0.1	1	0.4	0.8	6	2	0	1
CC1CN(C(=O)c2cccc(S(=O)(=O)Nc3cc(Cl)ccc3Cl)c2)CC(C)O1 (centres undefined)	2	0.4	-1	0.8	1.1	7	6	6	4
COc1ccc(C)cc1NC(=O)C(c1ccccc1)N1CCNC(=O)C1 (centres undefined)	11	0.4	0	0.5	-1.4	10	5	-8	2
CC(=O)NCC1=C(NC(C)=O)C2CC1C(C)(C)C2C (centres undefined)	18	-1.3	1	1.1	0.2	24	4	2	1

Of the compounds above, these contain a COOH group:
Molecule	CHOP inh	TNF death inh	Wee1 stabilizer	TRPML3 ag	zfTRPN1 agonist	PPC-1+TRAIL kill	BaF3 parental	RBBP9 inh	Ba/F3 V617F tox
Cc1c(C(=O)O)sc2nc(CSc3ncc(C(F)(F)F)cc3Cl)[nH]c(=O)c12	-1	1.1	4	0.9	0.4	21	-4	1	-3
COc1ccc(-c2noc(CCC(=O)O)n2)cc1	17	1.5	-2	0.4	-0.6	14	2	-12	1
